KB-V1 cytotox: KB-V1 MDR subline cytotoxicity. KB-V1 MDR cells viability, CellTiter-Glo, 72 h. Potency, µM (doses to about 46.1 µM), without a hit: at the highest dose activity change, negative = cytotoxicity, usual class: cytotoxic. actives 3.4% (n = 400,000). AID 1347076; further: potency means the concentration at half of the fitted maximal effect; on the % scale 0 is the no-effect control and ±100 the full control effect; nearly all actives have a fitted effect of over 60% in size
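Cells of the MDR subline KB-V1 are plated, dosed with compound at multiple concentrations, and incubated 72 h at 37 degrees C; CellTiter-Glo is then added and luminescence read after 10 min.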
ATXN2 expr inh: ATXN2 expression inhibition. actives 0.72% (n = 360,000). HEK-293 ATXN2-luciferase reporter, luminescence, 24 h. AID 1745845. Potency, µM (top dose mostly 57 µM), for inactives: at the highest dose activity change, negative = inhibition, hits mostly inhibitors; further: potency means the concentration at half of the fitted maximal effect; on the % scale 0 is the no-effect control and ±100 the full control effect; nearly all actives have a fitted effect of over 55% in size
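ATXN2-luciferase reporter cells (luciferase flanked by upstream and downstream ATXN2 gene portions) were treated 24 h at 37 °C with compounds at up to 57 uM. SteadyGlo luminescence gave expression; GF-AFC fluorescence gave viability.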
MCF10A rereplic: induces DNA re-replication in MCF 10a normal breast cells | MCF 10A DNA re-replication, Hoechst nuclear intensity, 48 h | Potency, µM (doses to about 46.1 µM), without a hit: top-dose activity, positive = re-replication, most hits filed as activators | actives 2.9% (n = 350,000) | AID 624296; further: potency means the concentration at half of the fitted maximal effect; % of control where 0% means no effect; nearly all actives have a fitted effect of over 50% in size
KB-3-1 tox: kills parental KB-3-1 adenocarcinoma cells | KB-3-1 viability, CellTiter-Glo ATP luminescence, 72 h | actives 1.4% (n = 400,000) | AID 1347075 | Potency, µM (series often up to 46.1 µM), for inactives: at the highest dose activity change, negative = cytotoxic, usual class: cytotoxic; further: potency means the concentration at half of the fitted maximal effect; on the % scale 0 is the no-effect control and ±100 the full control effect; nearly all actives have a fitted effect of over 60% in size
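Parental KB-3-1 adenocarcinoma cells in phenol-red-free DMEM with 10% FBS were pin-treated with compounds at several concentrations, incubated 72 h at 37 °C, and viability read by CellTiter-Glo luminescence; concentration-effect curves were fitted after normalization.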
HT1080-NT tox: kills 2HG-producing HT-1080-NT fibrosarcoma cells | HT-1080-NT fibrosarcoma viability, CellTiter-Glo ATP luminescence, 48 h | Potency, µM (doses to about 46.1 µM), for the others: top-dose activity, negative = less viability, hits mostly cytotoxic | actives 1.6% (n = 360,000) | AID 686970;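 further: NT is the 2HG producing partner of a matched IDH1 knockdown line; potency means the concentration at half of the fitted maximal effect; 0% = DMSO-treated cells and -100% = media-only wells without cells; nearly all actives have a fitted effect of over 55% in size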
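Compounds were tested in concentration-response format on HT-1080-NT cells for 48 hours at 37 degrees C. Cell viability came from CellTiter-Glo luminescence; curves were classified by r2, response magnitude and activity.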
HT1080 IDH1KD tx: toxicity to HT-1080 IDH1 knockdown cells (counter line); HT-1080 IDH1 knockdown viability, ATP luminescence, 48 h; Potency, µM (top dose mostly 46.1 µM), for inactives: top-dose activity, negative = toxicity, usual class: cytotoxic; actives 2% (n = 360,000);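 further: potency means the concentration at half of the fitted maximal effect; 0% = DMSO wells and -100% = cell-free medium wells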
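CellTiter-Glo luminescence after 48 h compound exposure at 37 degrees C of IDH1-knockdown HT-1080 cells in 5% FBS RPMI. %Activity scaled between DMSO wells and cell-free media wells, with curves fitted and assigned curve classes.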
SW480 rereplic: induces DNA re-replication in SW480 colon adenocarcinoma cells; SW480 DNA re-replication, Hoechst DNA content imaging, 48 h; Potency, µM (titrated, usually from 46.1 µM), inactives show at the highest dose re-replication activation, most hits filed as activators; actives 1.8% (n = 340,000); further: potency means the concentration at half of the fitted maximal effect; % of control where 0% means no effect; nearly all actives have a fitted effect of over 55% in size
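Cells (250 per well) received 23 nL compound or DMSO by pin tool and were kept 48 hr at 37 C, 5% CO2. Nuclei were then stained with Hoechst for 40 min and scanned for DNA content.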
WRN inhibitor: WRN helicase (human) inhibition | Q14191 | WRN helicase unwinding, fluorescent forked duplex, kinetic | Potency, µM (titrated, usually from 114 µM), inactives show top-dose activity change, negative = inhibition, actives largely listed as inhibitors | actives 0.46% (n = 360,000) | AID 651768; further: potency means the concentration at half of the fitted maximal effect; on the % scale 0 is the no-effect control and ±100 the full control effect; nearly all actives have a fitted effect of over 55% in size
Target sequence (Q14191 whole entry, looked up): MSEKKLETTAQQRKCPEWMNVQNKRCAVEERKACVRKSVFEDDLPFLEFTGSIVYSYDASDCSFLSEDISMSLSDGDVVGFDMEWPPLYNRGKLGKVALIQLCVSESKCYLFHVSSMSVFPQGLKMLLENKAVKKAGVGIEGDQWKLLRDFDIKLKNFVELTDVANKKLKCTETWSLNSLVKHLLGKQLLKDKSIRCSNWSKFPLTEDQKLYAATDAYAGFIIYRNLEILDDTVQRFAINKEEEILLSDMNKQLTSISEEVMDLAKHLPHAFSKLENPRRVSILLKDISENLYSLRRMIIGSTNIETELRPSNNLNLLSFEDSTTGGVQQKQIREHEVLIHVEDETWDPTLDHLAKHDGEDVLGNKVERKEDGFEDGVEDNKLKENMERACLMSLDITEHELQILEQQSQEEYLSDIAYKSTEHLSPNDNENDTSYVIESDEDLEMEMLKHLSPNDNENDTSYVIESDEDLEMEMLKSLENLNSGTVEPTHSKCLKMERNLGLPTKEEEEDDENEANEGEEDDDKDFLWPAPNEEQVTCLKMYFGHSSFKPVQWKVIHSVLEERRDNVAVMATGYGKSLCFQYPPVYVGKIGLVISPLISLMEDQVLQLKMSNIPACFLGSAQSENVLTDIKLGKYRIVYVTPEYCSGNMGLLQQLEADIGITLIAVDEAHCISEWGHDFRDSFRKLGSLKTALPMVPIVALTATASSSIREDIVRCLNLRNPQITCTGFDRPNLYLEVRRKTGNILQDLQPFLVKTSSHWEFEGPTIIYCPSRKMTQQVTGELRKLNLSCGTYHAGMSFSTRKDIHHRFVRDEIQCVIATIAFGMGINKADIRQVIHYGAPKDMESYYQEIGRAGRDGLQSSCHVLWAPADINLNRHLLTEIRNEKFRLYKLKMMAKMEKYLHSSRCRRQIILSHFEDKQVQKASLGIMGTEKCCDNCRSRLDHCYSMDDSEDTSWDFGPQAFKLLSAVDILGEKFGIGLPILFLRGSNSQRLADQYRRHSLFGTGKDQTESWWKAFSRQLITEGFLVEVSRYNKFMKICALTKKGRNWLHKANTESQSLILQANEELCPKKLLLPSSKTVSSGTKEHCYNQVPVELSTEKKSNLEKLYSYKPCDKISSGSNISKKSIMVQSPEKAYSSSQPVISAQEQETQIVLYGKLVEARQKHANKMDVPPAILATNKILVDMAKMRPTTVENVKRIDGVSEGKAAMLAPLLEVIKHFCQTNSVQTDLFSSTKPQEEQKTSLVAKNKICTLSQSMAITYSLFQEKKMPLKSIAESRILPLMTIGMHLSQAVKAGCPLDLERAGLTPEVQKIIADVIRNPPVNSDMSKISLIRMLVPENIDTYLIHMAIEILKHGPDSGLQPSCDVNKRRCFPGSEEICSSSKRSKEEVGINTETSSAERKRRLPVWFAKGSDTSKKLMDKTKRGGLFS
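Kinetic red-fluorescence monitoring (525/598 nm) tracks WRN helicase activity after 100 nM fluorophore-quencher forked duplex and 2 mM ATP are added to 20 nM enzyme pretreated 15 min at room temperature with compound.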
IL-1B inflam inh: blocks inflammasome-driven IL-1 beta release; activity change, % at 57.5 µM; AID 743279; THP-1 LPS/ATP IL-1B secretion, AlphaLISA, 16 h; active compounds read low; actives 4.7% (n = 360,000); in the data active means activity change below about -50%; inconclusive means mostly about -30% to -49%; further: on the % scale 0 is the no-effect control and ±100 the full control effect
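Secreted IL-1B measured by AlphaLISA bead assay after 16 h compound exposure of THP-1 cells; compounds (final up to 57.5 uM) added 1 h before LPS (250 ng/mL) and ATP (1.25 mM) stimulation; lower signal means less secretion.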
Active calls of the source: *; u = inconclusive; x = not tested or not shown; & = joins results of further samples; [ ] = remark or other dose. Unless noted, the call rests on the fitted dose curve; in most records, active means well fitted curve in the direction sought with a large enough effect; inconclusive means small, poorly fitted or top-dose-only effect, or another doubt; inactive means no such curve, though single readings can be large; an effect the other way counts as inactive or inconclusive.

mol	KB-V1 cytotox	ATXN2 expr inh	MCF10A rereplic	KB-3-1 tox	HT1080-NT tox	HT1080 IDH1KD tx	SW480 rereplic	WRN inhibitor	IL-1B inflam inh
O=S(=O)(c1cc(F)ccc1F)N1CCN2CCCC2C1 (centres undefined)	12%	x	10%	1%	9%	10%	2%	-7%	0
CC1(C)CC(=O)CC(=Nc2ccc(C(=O)O)cc2)C1	u	-4%	4%	15%	28%	12%	9%	-1%	8
C[C@H](CO)NC(=O)c1[nH]cnc1C(=O)Nc1ccc(CNC(=O)OC(C)(C)C)cc1	10%	10%	x	9%	0%	1%	x	4%	-17
COc1cccc2cc(C(=O)Nc3ccccc3C)/c(=N/NS(=O)(=O)c3ccccc3)oc12	7%	11%	1%	u	10%	26%	4%	1%	-2
NS(=O)(=O)c1ccc(NC(=O)COC(=O)c2cn(-c3ccccc3)nc2-c2ccccc2)cc1	14%	-19%	u	1%	-19%	u	u	-2%	18
CCc1nnc(NC(=O)c2cc(S(=O)(=O)N3CCCCC3)ccc2C)s1	-8%	0%	23%	14%	5%	-1%	-20%	0%	13
Cc1ccnc(NC(=O)CCC(=O)N(CC(=O)NCCc2ccccc2)Cc2cccs2)c1	u	-3%	u	-7%	-10%	0%	-51%[inhibitor]	3%	1
Cc1ccc(S(=O)(=O)Cc2ccc(C(=O)N3CCN(c4ccccn4)CC3)o2)cc1	u	-6%	-3%	-2%	-4%	-4%	u	-13%	-1
COCC(=O)Nc1cc(C)c2c(=O)oc3ccccc3c2n1	11%	14%	-2%	-10%	0%	9%	-1%	-14%	-27
COc1ccc(NC(=O)c2cc(N3C(=O)C4C5CCC(C5)C4C3=O)ccc2Cl)c(OC)c1 (centres undefined)	-24%	-5%	12%	0%	-16%	2%	18%	4%	-8
Cc1ccc(-n2nnnc2SCC(=O)NCC2(N3CCOCC3)CCCCC2)cc1	u	-1%	u	-11%	2%	1%	1%	-10%	4
Cc1cccc(C)c1NC(=S)Nc1ccccc1C(=O)NCc1ccco1	-12%	-13%	0%	6%	7%	5%	2%	-12%	4
C#CCOCCOCCOCCNc1nc(N2CCN(C(=O)CCCCCCCCCCNC(=O)Cn3cc(C[C@@H](C)O)nn3)CC2)nc(N2CCN(C(=O)CCCCCCCCCCNC(=O)[C@@H](CCC(=O)O)n3cc(CCCCCN)nn3)CC2)n1	-7%	6%	-2%	9%	-6%	-9%	-6%	-6%	u
CCCCNC(=O)CCn1c(=O)c2ccccc2n(Cc2ccc(Cl)cc2)c1=O	15µM*	-5%	-7%	-1%	-2%	-1%	u	-3%	34
Cc1ccc(C(=O)N2NC(c3ccc(F)cc3)C3C(=O)N(c4ccc(C)c(C)c4)C(=O)C32)cc1 (centres undefined)	-11%	4%	2%	-9%	0%	-2%	17%	-14%	3
O=C1c2cnc3nc(SCc4ccc(Cl)cc4)nn3c2CC2c3ccccc3CCN12 (centres undefined)	-11%	u	3.3µM*	-9%	13%	4%	u	-3%	11
CCOC(=O)CN(C)C(=O)C1CCCN1C(=O)OC(C)(C)C (centres undefined)	-4%	-2%	-3%	7%	1%	1%	-33%[inhibitor][9.22 µM]	-3%	-9
COc1ccc(N2C(=O)C(Cl)=C(N3CCCC(C)C3)C2=O)cc1 (centres undefined)	15%	14%	8%	10%	6%	2%	0%	0%	7
Nc1nc(SCC(=O)NC2CCCC2)[nH]c(=O)c1NC(=O)c1cccs1	2%	-9%	1%	0%	1%	-1%	-3%	3%	-22
Cc1ccc(-c2nnc(SCC(=O)N3CCCc4ccccc43)n2N)cc1	-24%	-7%	0%	4%	0%	1%[9.24 µM]	-5%	5%	-18
C/C(=N\Nc1ccc(S(N)(=O)=O)cc1[N+](=O)[O-])c1ccco1	0%	7%	-4%	-7%	-1%	-23%	u	-9%	-27
CCN1CCN(CCC(=O)Nc2cccc(C)c2)CC1	0%	-9%	0%	-6%	-1%	3%	-3%	6%	2
Cc1ccc(NS(=O)(=O)c2ccc(-c3ccc(=O)[nH]n3)o2)cc1N(C)C	45%	7%	2%	-1%	7%	0%	3%	4%	40
CCOc1c(OC(C)=O)ccc(/C=C/c2ccc3cccc(OC)c3n2)c1[N+](=O)[O-]	16µM*	-3%	16%	40%	-19%	-25%	u	-11%	5
COc1cc(C(C)=O)ccc1OCC(O)CN1CCN(c2ccc(C)c(C)c2)CC1 (centres undefined)	u	-3%	u	2%	-4%	-20%	1%	2%	9
COC(=O)c1sccc1NC(=O)c1csc(C)c1	16µM*	1%	-11%	20%	-22%	u	22%	-19%	14
Cc1cc(C)c(NC(=O)c2ccccc2CCc2ccccc2)c(C)c1	-23%	-25%	16%	-18%	-3%	u	0%	-3%	13
CC(Sc1nccn1C)C(=O)c1c(N)n(C)c(=O)n(C)c1=O (centres undefined)	7%	2%	-3%	10%	1%	-2%	-9%	-2%	11
O=C(COc1cccnc1[N+](=O)[O-])N1CCN(C(=O)c2ccco2)CC1	u	-19%	3%	-5%	1%	11%	-2%	-19%	0
O=C(Nc1ccc2[nH]ncc2c1)c1ccc(F)cc1	u	22%	-1%	18%	-1%	2%	-3%	10%	u

Ordered by value in WRN inhibitor (largest number first): 3 from the list above.
Molecule	SW480 rereplic	WRN inhibitor	IL-1B inflam inh
O=C(Nc1ccc2[nH]ncc2c1)c1ccc(F)cc1	-3%	10%	u
COc1cccc2cc(C(=O)Nc3ccccc3C)/c(=N/NS(=O)(=O)c3ccccc3)oc12	4%	1%	-2
CC1(C)CC(=O)CC(=Nc2ccc(C(=O)O)cc2)C1	9%	-1%	8

(continued)
mol	KB-V1 cytotox	ATXN2 expr inh	MCF10A rereplic	KB-3-1 tox	HT1080-NT tox	HT1080 IDH1KD tx	SW480 rereplic	WRN inhibitor	IL-1B inflam inh
COc1cc(OC)cc(-c2c(-c3cccs3)c3cc(-c4ccc(N(C)C)nc4)ccc3n2C)c1	3%	-5%	9%	-4%	9%	2%	12%	5%	34
Cc1ccc(C(=O)NC2CCCCC2)cc1	-26%	4%	0%	-6%	3%	4%	10%	-3%	-26
CCSC(=O)N=Nc1ccc(O)cc1	9%	u	6%	1%	u	-7%	-2%	-24%	0
O=C(O)/C=C/C(=O)Nc1c(F)cccc1F	-3%	-16%	-2%	3%	0%	1%	-2%	0%	9
O=C(Nc1ccc(Cl)cn1)c1ccccc1[N+](=O)[O-]	u	-3%[11.3 µM]	u	u	u	18µM*	15µM*	-21%	17
O=C(CCCOc1ccccc1)Nc1cccc(S(=O)(=O)N2CCOCC2)c1	u	-16%	0%	0%	-3%	0%	3%	-4%	14
Cc1cc(C(=O)OCC(=O)NC2CCCC(C)C2C)c(C)o1 (centres undefined)	7%	x	-9%	4%	6%	0%	19%	8%	-5
O=C(NCCc1ccccc1)c1nc2nc(-c3cccs3)cc(C(F)(F)F)n2n1	u	39%[activator]	u	-27%	-6%	-10%	6%	-18%	0
CSc1ccccc1NC(=O)CN(C)CC(=O)c1c(C)[nH]c2ccccc12	21µM*	-5%	3%	2%	-5%	4%	-7%	-4%	19
CCCCN(C(=O)c1cc(S(=O)(=O)N2CCCCC2)ccc1Cl)c1c(N)n(CCC)c(=O)[nH]c1=O	2%	-14%	-8%	5%	-4%	9%	2%	-1%	3
Cc1ccc(NC(=S)N2CCN(S(=O)(=O)c3ccccc3)CC2)cc1	1%	1%	-2%	-6%	7%	-3%	1%	0%	-19
CC(OC(=O)/C=C/c1cccs1)C(=O)Nc1ccc(S(N)(=O)=O)cc1 (centres undefined)	-9%	x	6%	6%	0%	2%	u	0%	-1
CCOC(=O)Nc1ccc(OC)cc1S(=O)(=O)N1CCCCC1	0%	7%	-1%	-2%	2%	-6%	-4%	-12%	-3
O=C1C(Cc2ccccc2)Nc2ncnc(N3CCOCC3)c2N1Cc1ccc(Br)cc1 (centres undefined)	-16%&11%	-6%&-15%	29%	0%&0%	2%&-18%	2%&-1%	-20%	3%&1%	-9&-21
CCC(=O)N1CCN=C1SCc1cccc(C(F)(F)F)c1	u	x	-2%	3%	-1%	-4%	4%	-3%	-7
O=C1CCC(=O)N1c1ccc(S(=O)(=O)Nc2cccc(Br)c2)cc1	22%	3%	-4%	9%	21%	21%	-3%	-3%	6
COc1cc(NC(=O)CSc2nc(=O)n(CCN3CCOCC3)c3c2CCCC3)cc(OC)c1	-4%	-16%	-3%	-4%	0%	0%	-44%[inhibitor]	-7%	-6
COc1ccc(OC)c(NC(=O)COC(=O)CN2C(=O)NC3(CCCC3)C2=O)c1	u	2%	-4%	12%	12%	7%	-4%	4%	-3
Cc1cccc(N=C2N=C(N)c3ccccc32)c1	-8%	-31%	-189%[0.0737 µM]	0%	1%	-21%	14%	5%	0
COc1ccc(-c2c(NC(=O)C(C)C)n(C)c3ccccc3c2=O)cc1	13%	3%	-25%	2%	10%	5%	-3%	1%	-17
O=C(CN1CCOCC1)Nc1ccccc1F	8%	1%	3%	31%	11%	10%	u	2%	12
CCOC(=O)N1CCC(NC(=O)c2ccc3c(c2)N(CC)CCS3)CC1	-8%	-18%	0%	u	0%	-15%	10%	2%	20
COc1ccc(COC(=O)c2nc3nc(C)cc(C)n3n2)cc1F	10%	1%	16%	0%	9%	9%	-1%	3%	24
O=C(NC(=S)Nc1cccnc1)c1cccs1	1%	21%	1%	5%	22%	2%	2%	-7%	-1
O=C(Cn1nc(Cc2ccncc2)c2ccccc2c1=O)Nc1cccnc1Cl	2%	9%	0%	15%	10%	15%	-7%	2%	u

Rows are unselected; any-hit rate near 12%.
